# From PubChem BioAssay
# Anthrax LF prot: blocks Bacillus anthracis lethal factor protease | P15917 | multiplex microsphere protease cleavage assay, LF | inhibition, % at 10 µM | 360,000 compounds, 0.12% hits; note: plate controls were buffer without enzyme for full effect and enzyme alone for no effect
# Target sequence (P15917 whole entry, looked up): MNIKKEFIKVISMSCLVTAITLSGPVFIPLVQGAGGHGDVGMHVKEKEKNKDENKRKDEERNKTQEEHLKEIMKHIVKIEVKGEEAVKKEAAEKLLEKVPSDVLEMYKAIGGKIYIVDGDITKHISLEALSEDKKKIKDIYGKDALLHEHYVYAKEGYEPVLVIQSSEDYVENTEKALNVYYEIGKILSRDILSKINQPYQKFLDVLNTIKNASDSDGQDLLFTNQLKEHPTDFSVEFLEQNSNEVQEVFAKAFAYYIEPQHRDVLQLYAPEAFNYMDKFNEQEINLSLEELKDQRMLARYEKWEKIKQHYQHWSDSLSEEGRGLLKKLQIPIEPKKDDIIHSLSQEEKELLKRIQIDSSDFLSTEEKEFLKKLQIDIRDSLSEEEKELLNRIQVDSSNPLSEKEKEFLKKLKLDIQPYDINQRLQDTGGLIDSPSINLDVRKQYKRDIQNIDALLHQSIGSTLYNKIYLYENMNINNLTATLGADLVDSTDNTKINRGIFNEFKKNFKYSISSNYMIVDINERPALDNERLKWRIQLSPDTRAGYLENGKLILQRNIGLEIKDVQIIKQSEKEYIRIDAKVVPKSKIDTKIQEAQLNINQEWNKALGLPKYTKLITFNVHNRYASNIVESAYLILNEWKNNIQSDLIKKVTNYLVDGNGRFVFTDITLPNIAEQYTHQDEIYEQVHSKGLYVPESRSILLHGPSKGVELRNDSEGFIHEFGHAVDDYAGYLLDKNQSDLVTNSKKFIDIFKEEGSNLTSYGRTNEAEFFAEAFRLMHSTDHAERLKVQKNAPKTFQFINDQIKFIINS
# PfHsp40 yeast: restores yeast growth despite PfHsp40 toxicity; S. cerevisiae expressing PfHsp40, growth rescue, ATP luminescence; growth rescue, % at 12.5 µM; 340,000 compounds, 0.68% hits; AID 504582; in the data active = growth rescue above about 28%, passing the limit was not always enough; inconclusive = no clear call, values can overlap the other calls;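 note: yeast W303a lacking pdr1 and pdr3 grown in galactose medium; growth measured after three days at 30 °C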
# FadD28 FP inh: blocks FadD28 binding to the bisubstrate probe. fluorescence polarization. inhibition, % at 12.5 µM. 360,000 compounds, 0.22% hits. AID 588549; in the data active = inhibition above about 8.5%, passing the limit was not always enough; inconclusive = no clear call, values can overlap the other calls
# BoNT-A LC inh2: blocks Botulinum neurotoxin A light chain protease; 360,000 compounds, 0.17% hits; multiplex microsphere protease substrate cleavage, flow cytometry; AID 588499; inhibition, % at 10 µM; note: plate controls were buffer without enzyme for full effect and enzyme alone for no effect
# FBA Mtb inh: Mtb fructose-bisphosphate aldolase inhibition; P9WQA3; purified M. tuberculosis FBA, fluorescence read-out; inhibition, % at 1 µM; 360,000 compounds, 2.3% hits; AID 588726; in the data active = inhibition above about 27%;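 note: 0% = vehicle and 100% = reference inhibitor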
# Mtb BioA inh: BioA (M. tuberculosis) enzyme inhibition; purified M. tuberculosis BioA enzyme, plate reader; 360,000 compounds, 0.096% hits; inhibition, % at 9.99 µM; in the data active = inhibition above about 40%; inconclusive = no clear call, values can overlap the other calls
# GDH-TPI inh: counter-screen for M. tuberculosis FBA inhibitors: GDH-TPI coupled enzymes; AID 588335; GDH-TPI coupled enzyme counterscreen, NADH absorbance; 360,000 compounds, 1.2% hits; inhibition, % at 4.8 µM; in the data active = inhibition above about 30%;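 note: 0% = DMSO wells and 100% = wells lacking the enzyme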
# BoNT-F LC inh: blocks Botulinum neurotoxin F light chain protease | 360,000 compounds, 0.22% hits | AID 588497 | Multiplex microsphere protease cleavage assay, flow cytometry | inhibition, % at 10 µM; in the data active = inhibition above about 35%, passing the limit was not always enough; inconclusive = no clear call, values can overlap the other calls; note: plate controls were buffer without enzyme for full effect and enzyme alone for no effect
# Mtb UGM inh: blocks M. tuberculosis UGM enzyme | P9WIQ1 | purified UGM, fluorescence polarization probe displacement | inhibition, % at 10 µM | 320,000 compounds, 0.06% hits | AID 504406; in the data active = inhibition above about 10%, passing the limit was not always enough; inconclusive = no clear call, values can overlap the other calls
# Numbers without * were called inactive; ? = inconclusive; . = no result given; & = joins results of further samples. Cut-off read from the data, not from the text of the source, unless noted: active = inhibition above about 30%; inconclusive = no clear call, values can overlap the other calls; inactive = below that.
SMILES,Anthrax LF prot,PfHsp40 yeast,FadD28 FP inh,BoNT-A LC inh2,FBA Mtb inh,Mtb BioA inh,GDH-TPI inh,BoNT-F LC inh,Mtb UGM inh
CCOC(=O)C1=C(C)N(CCCCCC(=O)O)C(=O)NC1c1ccc([N+](=O)[O-])cc1 (stereo unspecified),-5.5,-1.2,-1.1,0.0,6.6,-0.6,10.6,2.6,-0.8
CCN(CC)CCCNC(=O)c1c(O)c2ccccc2n(Cc2ccccc2)c1=O,-1.2,0.8,-1.0,0.0,0.9,.,7.6,0.8,-0.9
Cc1nc(SC(C(=O)c2ccccc2)c2ccccc2)nc2ccccc12 (stereo unspecified),-0.3,-1.5,-0.9,0.7,6.0,.,5.5,3.5,2.9
Cc1oc(-c2ccc(Cl)cc2)nc1CS(=O)CC(=O)NC(C)c1ccccc1 (stereo unspecified),0.8,-0.6,0.2,1.1,2.5,-0.9,7.8,-1.4,-0.7
CCOc1ccc(C2CC(c3ccc(F)cc3)n3ncnc3N2)cc1 (stereo unspecified),-12.0,0.2,1.2,0.5,8.9,0.0,15.8,-0.4,-3.0
O=C(C1CC(=O)N(c2ccc(F)c(Cl)c2)C1)N1CCOCC1 (stereo unspecified),-0.9,.,-2.4,0.4,2.4,-0.5,2.7,0.8,.
COc1ccc(N2CC(NC(=O)N3CCN(C(=O)c4ccco4)CC3)CC2=O)cc1OC (stereo unspecified),3.7,0.2,-0.4,1.4,-2.4,-0.1,1.4,0.5,-2.9
Cc1cc(C)nc(-n2ncc3c2CC(c2ccc(F)cc2)CC3=O)n1 (stereo unspecified),-8.4,-0.2,-1.6,-0.4,4.3,0.1,4.9,-5.9,-2.7
O=c1[nH]c(=O)c2nc3c4ccccc4c4ccccc4c3nc2[nH]1,6.5,-1.5,-0.2,3.7,3.6,.,9.9,23.6,-2.0
COc1ccc(C(=O)NC(=S)NCc2ccc(-c3nc4ccccc4o3)cc2)cc1OC,0.7,0.2,0.0,?,0.1,.,0.4,-4.8,3.0
CCC1Oc2ccc(C)cc2N(CC(=O)NCc2cccs2)C1=O (stereo unspecified),0.0,-1.0,0.3,-1.3,2.8,.,3.8,-8.4,-1.9
CCN(CC(=O)Nc1c(F)cccc1F)C(=O)CNC(=O)c1ccc(C)s1,17.9,0.0,0.8,-3.1,4.0,-2.1,-0.7,-5.3,-0.3
COc1ccc(C(=O)NC2CC(C)(C)Cc3c2cnn3-c2ccccc2)c(OC)c1 (stereo unspecified),-4.2,-0.1,-1.1,-1.3,-3.0,3.4,-0.3,-11.6,-0.3
COC(=O)C1=C(c2ccc(OC)c(OC)c2)C[C@@H]2CC[C@H]1N2C(=O)NCC1CC1,-4.0,-2.5,-5.0,-0.1,-6.7,4.8,12.1,-1.3,0.6
O=C(CCCSc1nc2sc3c(c2c(=O)[nH]1)CCC3)NCCO,-2.9,-1.4,-1.3,0.0,5.5,-0.4,9.1,-10.6,0.5
Cc1ccccc1Cn1cc(S(=O)(=O)c2ccc(C(C)C)cc2)c(=O)c2cc3c(cc21)OCO3,-1.5,0.7,-3.5,-0.2,1.9,-1.5,4.0,-2.3,-1.0
COC(=O)c1ccc(NC(=O)CNCc2ccncc2)cc1,2.3,-0.8,-1.2,3.9,-0.9,.,-4.5,0.0,0.9
S=C(Nc1cc(Cl)ccc1Oc1ccccc1)N1CCN(c2ccccn2)CC1,-6.4,1.0,-4.2,0.3,-2.5,0.4,-6.3,-5.2,-0.8
NC(=O)C1CCN(C(=O)c2ccc(F)c(S(=O)(=O)N3CCOCC3)c2)CC1,-4.5,-0.7,-3.7,0.0,-2.0,-0.1,-9.6,4.7,-2.9
OC1(c2ccccc2)CCN(Cc2ccccc2)CC1,2.8,0.2,-1.7,-0.4,0.7,-0.8,4.1,-1.5,-0.7
CCCCCC(=O)Nc1ccc(S(=O)(=O)NC2=NCCCCC2)cc1,-0.5,0.8,-1.8,-0.3,-0.4,-0.6,0.5,-4.1,-0.1
O=C(Nc1cccs1)Nc1ccc(Br)cc1F,-3.8,6.3,-3.0,0.2,2.2,0.4,-4.4,-0.2,0.9
O=C(NCCc1csc(-c2ccccc2)n1)c1cccs1,-1.4,0.9,-3.0,0.3,5.5,0.5,13.3,-4.6,3.4
O=C(NCCCN1CCOCC1)c1coc2ccccc2c1=O,-4.2,0.2,-2.1,0.4,5.1,.,-8.1,-2.5,1.3
CCO[C@@H]1OC(C(=O)NCc2ccccc2)=C[C@H](c2ccc(Br)cc2)[C@H]1CCCO,-1.7,1.1,-2.2,0.1,1.1,1.0&-0.7,0.9,-0.2,4.2
CC(C)C[C@@H](CO)N1CCN(Cc2cccnc2)CCC1=O,6.5,-0.3,-0.5,0.5,0.3,-0.4,7.8,-3.7,-3.5
COC(=O)c1cc(C(=O)NCc2ccccc2)c(=O)[nH]c1C,0.6,0.1,-0.4,0.4,-1.4,.,-2.0,2.7,0.3
O=C(O)c1ccc(Cl)c(NCc2cccs2)c1,-12.8,0.3,-4.0,1.8,0.5,-0.9,-2.3,5.8,-0.6
Cc1cc(Cl)ccc1NC(=O)COC(=O)c1nc2nccc(C)n2n1,-1.7,0.0,-2.4,-1.0,-0.1,.,-5.1,-2.5,-0.2
Cc1ccc(S(=O)(=O)N2CCC(=O)CC2c2ccccc2)cc1 (stereo unspecified),-6.9,-0.9,-1.4,-0.1,1.9,1.2,-7.3,-6.8,.
CCCOc1ccc(/C=N/NC(=O)C2CC2)c(OCCC)c1,-3.0,-0.2,-2.3,-4.2,-0.2,0.1,19.2,1.7,-1.7
CCCOC(=O)c1ccc(-c2c(C)noc2-c2ccc(OC)cc2O)o1,1.4,0.2,-10.2,-0.3,2.5,-0.6,4.9,7.6,0.8
Cc1ccc(NS(=O)(=O)c2ccc(NC(=O)CN(c3cc([N+](=O)[O-])ccc3C)S(C)(=O)=O)cc2)c(C)c1,-0.6,0.5,?,0.2,-2.9,0.2,4.9,0.3,1.3
O=C(NNC(=O)c1cc([N+](=O)[O-])ccc1Cl)c1cccs1,-2.0,-1.7,-2.0,0.1,-1.6,.,8.8,-1.1,0.6
N#CCCn1cc(C(=O)Nc2ccccc2Cl)c(-c2ccc([N+](=O)[O-])cc2)n1,-1.8,0.2,-2.5,-0.6,-2.7,0.3,3.0,-11.2,-1.2
COc1ccc(-c2noc(CCC(=O)Nc3cccnc3)n2)cc1OC,-1.5,0.6,-1.7,0.8,1.1,5.6,1.3,?,-3.9
Cc1cccc(NC(=O)Cn2cc(C=O)c3ccccc32)c1,-4.6,-2.3,0.1,2.7,-2.4,.,2.2,-28.7,0.3
CC(C)=CC(=O)Nc1ccccc1Br,-3.9,-0.1,-0.3,-4.5,1.6,.,9.2,-5.0,-1.4
O=C(COC(=O)CNC(=O)c1ccccc1)Nc1ccccc1Cl,1.1,0.2,0.1,0.2,2.0,-0.6,-4.2,-0.1,-1.1
CCCCCNC(=O)c1cc(S(=O)(=O)N2CCCC2)ccc1F,-1.9,-1.6,1.6,-0.8,-1.1,.,7.9,-1.1,-0.4
Cc1nc(Cl)sc1C(=O)Nc1ccc(C(C)(C)C)cc1,2.2,0.8,-2.9,-1.8,-1.6,22.3,0.4,-5.5,4.2
COc1cc2nc(C(C)(C)C)oc(=O)c2cc1OC,-1.2,0.7,-1.8,0.5,0.6,.,-8.8,-5.9,1.4
CN(C(=O)CSc1nc(N)cc(=O)[nH]1)C1CCCCC1,1.1,.,-1.1,-0.7,-3.5,-1.1,5.6,2.9,.
Cc1c(C(=O)O)nn(-c2cccc(C(F)(F)F)c2)c(=O)c1C#N,1.8,-1.9,-1.1,-7.3,3.7,6.1,15.4,-7.9,2.4
C/C(=N\Nc1ccc([N+](=O)[O-])cc1[N+](=O)[O-])C(C)C(C)C (stereo unspecified),-0.7,3.1,-4.5,-0.8,-6.1,.,5.7,-12.6,0.6
NS(=O)(=O)c1ccc(Nc2nc3ccccc3nc2NS(=O)(=O)c2cccc([N+](=O)[O-])c2)cc1,-4.8,1.4,?,-0.8,-0.3,.,12.2,-1.7,4.2
O=C(CSc1ccc(-c2ccc3c(c2)OCO3)nn1)Nc1nccs1,-2.2,0.3,-2.1,-0.7,1.9,.,2.5,-4.3,-2.0
COc1cc(NCCCn2cnc3c(OC)ncnc32)cc(OC)c1OC,-6.3,.,-1.3,0.1,-2.0,-4.2,-3.3,-0.9,.
CCCNC(=O)COc1coc(CN2CCN(C(=O)c3ccco3)CC2)cc1=O,.,-1.9,-2.6,.,-1.4,-0.7,-1.4,.,-0.3
CCCCCOc1ccc(NC(=O)C(=O)NCCC2=CCCCC2)cc1,-2.3,-0.8,-0.5,-0.8,1.9,-3.6,-2.8,1.3,2.3
CC(C)(C)c1cc[n+](C2=C([O-])c3ccccc3C(=O)/C2=N\S(=O)(=O)c2cccs2)cc1,0.8,.,-0.2,0.7,0.9,0.9,21.4,4.3,1.4
Cc1ccccc1N=C(c1ccccc1)C1C(=O)c2ccccc2C1=O,-8.0,.,-7.0,-0.2,-2.7,.,.,-3.5,.
O=C(CC1C(=O)CCCC1=O)c1ccccc1,3.2,-0.4,-2.6,-0.5,-1.5,.,-1.3,-6.4,0.8
Cn1ccc2c(N3c4ccccc4CCc4ccccc43)cc3c(c21)C1CCC3O1 (stereo unspecified),2.6,.,1.0,0.9,3.6,-0.9,.,-14.5,.
Nn1c(SCC(=O)Nc2cc(C(F)(F)F)ccc2Cl)nncc1=O,.,-1.2,-2.1,.,4.7,-0.6,2.1,.,1.8
Cc1cc(OCC(O)CN2CCN(CCO)CC2)ccc1C(C)C (stereo unspecified),1.8,0.7,-3.3,0.1,1.6,-0.5,5.9,-18.2,0.0
NC1=NC[C@@H](Cc2ccc(O)cc2)N1CC1CCCCC1,-8.6,-1.5,-0.6,-0.7,2.3,-0.3,9.4,-3.4,-0.4
O=C(COC(=O)c1ccc2ncsc2c1)NC(=O)NCc1ccccc1,-8.1,-0.8,-2.9,-0.6,-0.8,.,-4.8,-0.3,-1.7
COc1ccccc1CNC(=O)CS(=O)Cc1nc(-c2ccc(OC)c(OC)c2)oc1C (stereo unspecified),2.0,0.3,-0.5,-0.4,7.9,0.5,9.5,3.0,-0.6
COc1ccc(OC)c(-c2cn(S(=O)(=O)c3ccccc3)nc2N)c1,-2.1,0.0,-0.8,-0.7,-0.3,-3.6,-8.9,-5.1,-3.5

# Single records, as listed above:
# O=C(NCCc1csc(-c2ccccc2)n1)c1cccs1 in the list: Anthrax LF prot: -1.4; PfHsp40 yeast: 0.9; FadD28 FP inh: -3.0; BoNT-A LC inh2: 0.3; FBA Mtb inh: 5.5; Mtb BioA inh: 0.5; GDH-TPI inh: 13.3; BoNT-F LC inh: -4.6; Mtb UGM inh: 3.4
# COC(=O)c1cc(C(=O)NCc2ccccc2)c(=O)[nH]c1C in the list: Anthrax LF prot: 0.6; PfHsp40 yeast: 0.1; FadD28 FP inh: -0.4; BoNT-A LC inh2: 0.4; FBA Mtb inh: -1.4; Mtb BioA inh: .; GDH-TPI inh: -2.0; BoNT-F LC inh: 2.7; Mtb UGM inh: 0.3

# The list goes on.
SMILES,Anthrax LF prot,PfHsp40 yeast,FadD28 FP inh,BoNT-A LC inh2,FBA Mtb inh,Mtb BioA inh,GDH-TPI inh,BoNT-F LC inh,Mtb UGM inh
O=[N+]([O-])c1ccc(CP(=O)(c2ccccc2)c2ccccc2)cc1,-3.5,0.7,-1.3,-0.4,3.8,0.1,-2.5,?,0.5
O=C(O)c1ccccc1C(=O)Nc1ccc(-n2nc(C(F)(F)F)cc2C(F)(F)F)cc1,.,.,-3.7,.,2.3,-1.5,4.6,.,1.5
CCN(c1ccccc1)S(=O)(=O)c1ccc(OCc2c(C)noc2C)cc1,0.2,1.2,-1.4,1.5,5.0,2.7,1.9,11.7,1.1
O=S1(=O)CCOC[C@H](CC2CCCCC2)N1Cc1cccc(Cl)c1,-2.8,0.1,-6.7,0.1,-2.0,-1.0,-1.3,0.6,0.9

# An unsorted share of the library, and some 4.7% of all compounds hit somewhere here.
